AID2073: inhibitors of Mint1-CaV2.2 protein interaction, biochemical, HTRF (AID 2073). HTRF protein-protein interaction, Mint1-CaV2.2; higher % means a stronger effect. one-dose inhibition, % at 20 µM; IC50 in µM for titrated hits. 0.19% of 290,000 active; in the data active means inhibition mostly above about 51%, no sharp cut-off; inconclusive means no clear call, values can overlap the other calls; inactive means mostly below about 53%; further: some results filed as inactive read as strong as hits
NS5 inhibitors: flavivirus cap methylation enzyme inhibition – biochemical, confirmation dose response, primary screen (AID 588689); Dengue-2 NS5 methyltransferase capping enzyme assay, biochemical; higher % means a stronger effect; one-dose inhibition, % at 25 µM; IC50 in µM for titrated hits; 0.3% of 340,000 active; in the data active means a potency from the dose series; inconclusive means inhibition above about 29% without an active follow-up result
XIAP displacement: XIAP antagonists, biochemical, IAP family, fluorescence polarization (AID 1018); XIAP BIR domain, fluorescence polarization peptide displacement; higher % means a stronger effect; 0.007% of 200,000 active; displacement, % at 20 µM; hits with a dose series show IC50 in µM; in the data active means displacement above about 50%; further: a part of the inactive calls stands beside numbers as strong as those of hits
Lipid droplet: hepatic lipid droplet formation modulation | AML12 mouse hepatocytes, oleate lipid droplets, BODIPY imaging | inhibition, % at 6.5 µM | 0.4% of 240,000 active | AID 1656;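 active means lipid droplet intensity inhibited by at least 50%, with more than 500 cells counted; inconclusive means wells with under 300 cells, treated as cytotoxic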
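material = mouse AML12 hepatocyte cell line, fixed after treatment | also added = 100 µM oleic acid challenge | doses = compound at 6.5 µM only | schedule = overnight exposure | technique = Image-based BODIPY and DAPI two-channel analysis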
HIV peptide binding: cell-free HIV fusion peptide-binding blockers – biochemical, uHTS, fluorescence dequenching, primary screen (AID 1986); cell-free peptide binding, fluorescence dequenching, 30 min; higher % means a stronger effect; inhibition, % at 20 µM; hits with a dose series show IC50 in µM; 0.3% of 290,000 active; in the data active means inhibition mostly above about 52%, no sharp cut-off; inactive means mostly below about 76%; further: some results filed as inactive read as strong as hits
NOD2 inhibition: inhibition of NOD2-driven NF-kB reporter – cell-based, luminescence, uHTS, HEK293 (AID 1566). HEK293 NOD2/NF-kB luciferase reporter, luminescence; higher % means a stronger effect. 0.63% of 290,000 active. inhibition, % at 4 µM, or EC50 in µM where a hit was titrated; further: many of its hits are not listed in these tables
Myeloid diff 2: compounds promoting myeloid differentiation; 1% of 360,000 active; AID 624256; ER-HoxA9 myeloid progenitors, lysozyme-GFP differentiation, flow cytometry; calls only at 10 µM;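 active means normalized GFP-positive differentiation at or above the plate's own cutoff, the solvent-only control mean plus 3 SD; inconclusive means no clear call, values can overlap the other calls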;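 further: cells exposed to compound for four days before flow analysis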
SIAH1 antagonists: Siah-1 peptide-binding antagonists, primary screen, biochemical, fluorescence polarization, rhodamine-plectin, uHTS (AID 1817) | Siah-1 / rhodamine-plectin peptide fluorescence polarization; higher % means a stronger effect | displacement, % at 20 µM; hits with a dose series show IC50 in µM | 0.02% of 290,000 active;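 active means displacement of at least 50% at 20 µM, with a fluorescence ratio check between 0.3 and a set limit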;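 further: plate controls were Siah plus tracer with DMSO for no effect and tracer alone without Siah for full effect; strong numbers were not always called active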
LYP phosphatase: inhibitors of LYP phosphatase, biochemical, fluorescence intensity, uHTS (AID 1779) | recombinant LYP phosphatase, fluorescence intensity; higher % means a stronger effect | inhibition, % at 11.5 µM, or IC50 in µM where a hit was titrated | 0.054% of 290,000 active;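 further: plate controls were vehicle with enzyme for no effect and no enzyme for full effect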
Lipid droplet cells 6.5 µM: further read-out of Lipid droplet, marked with its call; cell count; measured here: cell count, cytotoxicity flag;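 cells counted across two imaged fields per well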
Myeloid diff 2 GFP+ MAC1+ %: second read-out of Myeloid diff 2, no call of its own (marks repeat the call); GFP+ MAC1+ double positive, %; measured here: differentiation confirmed by MAC1 staining
An asterisk follows results filed as active; i = inactive; ? = inconclusive; nt = not tested or not shown; + = active, no number. Unless noted, no stated cut-off is given here; in the data, active means inhibition above about 50%; inactive means the rest. Not all compounds are listed (hit frequency here may not be typical).

SMILES	AID2073	NS5 inhibitors	XIAP displacement	Lipid droplet	Lipid droplet cells 6.5 µM	HIV peptide binding	NOD2 inhibition	Myeloid diff 2	Myeloid diff 2 GFP+ MAC1+ %	SIAH1 antagonists	LYP phosphatase
CCOc1nc(Nc2ccc(OC)cc2OC)nc(OCC)n1	5%	-4%	nt	-5	778	1.0%	8%	i	0.5	-2%	-8%
CCOc1ccc(S(=O)(=O)Nc2cccc(N(C)S(C)(=O)=O)c2)cc1	-1%	-3%	-4.7%	-15	678	-0.9%	22%	i	0.9	2%	-8%
CCOCCOc1nc2c(c(=O)n(C)c(=O)n2C)n1Cc1ccc(C)cc1	-4%	-4%	-3.9%	-6	700	2.0%	10%	i	3.2	2%	-10%
COc1ccc2c(c1OC)C(=O)N1N=C(c3ccc(-c4ccccc4)cc3)CC21 (centres undefined)	9%	-2%	-6.3%	1	676	12%	-8%	i	0.4	8%	0%
CCC(C(=O)Nc1c2c(nn1C(C)(C)C)CS(=O)(=O)C2)c1ccccc1 (centres undefined)	11%	4%	nt	-22	641	-1.2%	-17%	i	0.4	8%	-8%
COc1cc(OC)c(OC)cc1CNc1cc(C)ccc1OC	-14%	8%	-1.5%	nt	nt	-1.0%	19%	i	8.1	-3%	-8%
Cn1c(SCC(=O)Nc2ccc3c(c2)OCCO3)nnc1-c1ccccn1	10%	-8%	-4.9%	7	704	-0.3%	4%	i	1.1	4%	-5%
CC1(N2CCOCC2)CC2(O)C(=[N+]1[O-])CCc1nonc12 (centres undefined)	8%	nt	-6.5%	nt	nt	0.0%	3%	nt	nt	-11%	-14%
CC(=O)Nc1ccc(NC(=O)C2CCCN(c3nnc(-n4cccc4)s3)C2)cc1 (centres undefined)	14%	-1%	-1.5%	nt	nt	0.2%	-1%	i	1.4	-1%	3%
CC(C)Cc1ccc(CN2CCCC(NC(=O)CCN3CCOCC3)C2)cc1 (centres undefined)	42%	-12%	nt	-2	639	1.4%	-2%	i	1.0	2%	-7%
COc1ccc(C2c3c(oc4ccc(C)cc4c3=O)C(=O)N2c2cc(C)ccn2)cc1OC (centres undefined)	?	nt	-12%	6	612	-1.3%	12%	nt	nt	1%	3%
COc1nc(OC)nc(N2CCC(C(=O)NCC3CCCCC3)CC2)n1	4%	0%	-4.1%	5	798	-2.5%	13%	i	1.8	1%	0%
CS(=O)(=O)N1CCN(c2ccc(NC(=O)Cc3ccccc3)cc2)CC1	-15%	0%	-7.1%	-15	847	-3.2%	-5%	i	2.3	-6%	-9%
CCc1ccc(NC(=O)C2CCCN2c2nn3c(=O)cc(C)nc3s2)cc1 (centres undefined)	2%	-2%	nt	8	744	3.0%	8%	i	3.8	-5%	-12%
O=C(CN1C(=O)N/C(=C\c2ccccc2OCc2ccc(C(=O)O)cc2)C1=O)Nc1ccc(F)cc1	10%	-6%	nt	12	838	35%	4%	i	1.3	1%	-2%
COc1ccc(/C=C2\CCC(C3CCCC3)C2=O)cc1 (centres undefined)	12%	1%	nt	1	824	1.1%	-39%	i	0.4	6%	0%
Cc1ccc(C)c(S(=O)(=O)N2CCCOC2CNC(=O)C(=O)NCc2cccs2)c1 (centres undefined)	6%	2%	nt	-2	637	3.1%	7%	i	0.1	0%	-5%
O=C(Nc1ccc(S(=O)(=O)NCCc2ccccc2)cc1)c1ccco1	-5%	1%	-1.7%	-18	754	-0.5%	-9%	i	1.7	-3%	0%
Oc1ccccc1-c1nnc2n1CCCCC2	11%	-13%	nt	19	748	-0.8%	-12%	i	0.6	-5%	-8%
N/C(=N\OC(=O)c1ccc2ccccc2c1)c1ccccc1Cl	6%	-6%	nt	10	825	0.3%	2%	i	0.7	9%	-5%
N#C/C(=C/c1ccc(Oc2ccc([N+](=O)[O-])cn2)cc1)C(=O)N1CCOCC1	0%	0%	-11%	9	673	3.8%	5%	i	1.2	4%	-3%
Cc1ccc(NC(=O)c2ccccc2-c2ccccc2C(=O)O)cc1C	7%	-2%	-5.8%	-1	673	2.2%	6%	i	0.2	1%	-3%
Cc1ccc(Cl)cc1N1CCN(CC(=O)Nc2ccc3[nH]c(=O)[nH]c3c2)CC1	3%	0%	-6.5%	10	760	-3.2%	-3%	i	0.4	-6%	-2%
Cc1noc(C)c1S(=O)(=O)N1CCC(C(=O)N2CCC(N3CCCCC3)CC2)CC1	-7%	-8%	-6.5%	nt	nt	5.6%	6%	i	1.3	1%	-12%
COc1ccc([N+](=O)[O-])cc1N(CC(=O)NCCC1=CCCCC1)S(C)(=O)=O	0%	-7%	-5.8%	10	724	-0.6%	6%	i	0.3	4%	0%

4 compounds out of the list, ordered by SMILES length, falling.
SMILES	AID2073	NS5 inhibitors	XIAP displacement	Lipid droplet	Lipid droplet cells 6.5 µM	HIV peptide binding	NOD2 inhibition	Myeloid diff 2	Myeloid diff 2 GFP+ MAC1+ %	SIAH1 antagonists	LYP phosphatase
COc1ccc(C2c3c(oc4ccc(C)cc4c3=O)C(=O)N2c2cc(C)ccn2)cc1OC (centres undefined)	?	nt	-12%	6	612	-1.3%	12%	nt	nt	1%	3%
CCOc1ccc(S(=O)(=O)Nc2cccc(N(C)S(C)(=O)=O)c2)cc1	-1%	-3%	-4.7%	-15	678	-0.9%	22%	i	0.9	2%	-8%
CC1(N2CCOCC2)CC2(O)C(=[N+]1[O-])CCc1nonc12 (centres undefined)	8%	nt	-6.5%	nt	nt	0.0%	3%	nt	nt	-11%	-14%
N/C(=N\OC(=O)c1ccc2ccccc2c1)c1ccccc1Cl	6%	-6%	nt	10	825	0.3%	2%	i	0.7	9%	-5%

Continuation.
SMILES	AID2073	NS5 inhibitors	XIAP displacement	Lipid droplet	Lipid droplet cells 6.5 µM	HIV peptide binding	NOD2 inhibition	Myeloid diff 2	Myeloid diff 2 GFP+ MAC1+ %	SIAH1 antagonists	LYP phosphatase
Cc1cccc(CS(=O)(=O)Cc2ccc(C(=O)NC3CCCCC3)o2)c1	-2%	2%	nt	8	822	-1.0%	9%	?	nt	0%	-6%
Cc1noc(C)c1COc1ccc(C(=O)OCC(=O)NCCN2C(=O)CSC2=O)cc1	-6%	4%	-3.2%	21	701	0.6%	-4%	i	0.5	4%	-2%
Cc1cc(C)c(S(=O)(=O)NCCCn2ccnc2)c(C)c1	4%	-3%	-1.6%	-19	631	0.9%	15%	i	0.6	8%	-2%
O=C(CCC1COc2ccccc2O1)NCc1ccco1 (centres undefined)	-12%	nt	-0.9%	-2	722	7.0%	5%	i	0.6	4%	-8%
Cc1ccc(S(=O)(=O)/N=C(\N)Nc2nc(C)c3ccccc3n2)cc1	2%	1%	-4.7%	-1	624	-3.3%	13%	i	0.1	-1%	-7%
CCOc1ccc(Nc2nc(Cc3nnc(SCC(=O)NCc4ccco4)n3CC)cs2)cc1	58%	1%	-0.1%	-6	771	8.5%	-2%	i	2.6	-4%	1%
COCCNC(=O)CS(=O)Cc1nc(-c2ccc(OC)cc2)oc1C (centres undefined)	-4%	-1%	-2.9%	nt	nt	0.4%	9%	i	2.5	-1%	-10%
COc1ccc(CC(=O)n2[nH]c(=O)cc(C)c2=O)cc1OC	10%	-18%	nt	-3	732	0.2%	-2%	i	1.1	1%	-1%
Cc1cc(C)c2nc(SCC(=O)N3CCCCC3)c(C#N)cc2c1	26%	4%	-0.8%	nt	nt	2.1%	4%	i	1.1	-1%	-6%
Cc1[nH]c(=O)[nH]c(=O)c1S(=O)(=O)Nc1ccc(S(N)(=O)=O)cc1	6%	-5%	nt	12	785	-0.7%	-10%	i	0.1	-4%	-2%
Cc1nnc(SCC(=O)NNC(=O)CC#N)[nH]c1=O	3%	-4%	-4.3%	0	621	1.3%	2%	i	0.7	2%	-1%
O=C(N/C(=C/c1cccnc1)C(=O)N1CCOCC1)c1ccccc1	-1%	-9%	1.4%	10	612	0.8%	4%	i	0.4	0%	-8%
CS(=O)(=O)c1ccc2nc(NC(=O)c3ccco3)sc2c1	7%	2%	-3.3%	-4	602	2.3%	-66%	i	1.4	3%	2%
CCCCn1nc(NC(=O)COC)c2cc3cc(OC)ccc3nc21	18%	-5%	nt	-12	827	0.8%	-1%	i	2.8	12%	-7%
O=C(Nc1nnc(Cc2c[nH]c3ccccc23)s1)c1ccc(Cl)cc1Cl	13%	-11%	-6.1%	-1	536	20%	-26%	+	0.9*	-1%	7%
COc1cccc(-c2nnc(NC(=O)C(C)C)o2)c1	8%	-2%	-2.0%	-14	602	2.6%	-4%	i	1.9	1%	-5%
CC(C)Sc1cc(N2CCCC2)nc(-c2ccccc2Cl)n1	3%	4%	-3.9%	-16	677	1.0%	-16%	i	1.5	1%	9%
O=C(NC(Cc1ccc2c(c1)OCO2)C(=O)NC(Cc1ccccc1)C(=O)O)c1ccccc1 (centres undefined)	4%	-6%	-7.5%	8	836	-1.6%	0%	i	0.7	3%	1%
CCc1cc(=O)oc2cc(OCC(=O)OC)c(Cl)cc12	0%	-9%	-0.3%	-4	664	-0.6%	7%	i	1.6	-1%	-1%
COc1ccccc1N/C=C/c1onc(C)c1[N+](=O)[O-]	-5%	-100%	-20%	-5	671	4.0%	-36%	i	0.8	1%	0%
CC(C)CCNC1c2ccccc2C(=O)N1Cc1ccccc1 (centres undefined)	-3%	3%	nt	-1	831	2.6%	-1%	i	0.4	8%	-14%
CC(=O)Nc1ccc(OS(=O)(=O)c2ccc([N+](=O)[O-])cc2)cc1	-10%	-2%	-1.8%	-16	689	-1.3%	8%	i	0.3	-6%	-7%
CC1CCCCN1CCNC(=O)Cn1nc(-c2ccccc2)ccc1=O (centres undefined)	-4%	-6%	-3.7%	1	724	1.4%	8%	i	6.7	-4%	-5%
NC1=C([N+](=O)[O-])C(c2ccccc2)C2=C(CCCC2=O)O1 (centres undefined)	-18%	-3%	-2.2%	-48	678	-3.1%	19%	i	0.5	0%	1%
Cc1nc([N+](=O)[O-])nn1C12CC3CC(CC(Br)(C3)C1)C2	-8%	-4%	-3.7%	nt	nt	0.1%	10%	i	1.7	0%	-2%

The list goes on:
SMILES	AID2073	NS5 inhibitors	XIAP displacement	Lipid droplet	Lipid droplet cells 6.5 µM	HIV peptide binding	NOD2 inhibition	Myeloid diff 2	Myeloid diff 2 GFP+ MAC1+ %	SIAH1 antagonists	LYP phosphatase
O=C(NC(=O)c1cnccc1C(F)(F)F)Nc1ccccc1	10%	-1%	nt	-24	710	0.4%	1%	i	0.5	-2%	-5%
COc1cc(C(=O)NCCNC(=O)C2CCCNC2=O)cc(OC)c1OC (centres undefined)	7%	8%	nt	-1	770	-0.2%	10%	i	0.3	-4%	-10%
CN(C)c1ccc(NC(=O)CCn2c(=S)oc3ccccc32)cc1	-11%	1%	-3.6%	-1	619	-1.1%	-27%	i	0.7	4%	-4%
CNC(=O)CN1C(=O)NC(c2ccccc2)(c2ccccc2)C1=O	-5%	2%	nt	16	753	1.3%	-1%	?	nt	0%	-7%
COc1ccc(/C(C)=N/NS(=O)(=O)c2ccccc2)c(OC)c1	-2%	-4%	-3.6%	-6	702	0.7%	9%	i	0.4	5%	-8%
COc1ccc(-c2csc(NC(=S)NC(=O)c3ccco3)n2)cc1	51%	0%	-2.1%	-13	747	5.8%	-35%	i	0.2	22%	-1%
